# KB-V1 MDR tox: KB-V1 MDR subline cytotoxicity. hit rate 3.4% among 400,000. AID 1347076. KB-V1 MDR cells viability, CellTiter-Glo, 72 h. Potency, µM (top dose mostly 46.1 µM), for inactives: top-dose activity change, negative = cytotoxicity, usual class: cytotoxic; also: nearly all actives have a fitted effect of over 60% in size
#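 In this primary screen, KB-V1 cells overexpressing P-gp are incubated with library compounds (lowest to highest concentration) for 72 h at 37 degrees C before a luminescent ATP viability read.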
# KB-3-1 cytotox: kills parental KB-3-1 adenocarcinoma cells; KB-3-1 viability, CellTiter-Glo ATP luminescence, 72 h; Potency, µM (doses to about 46.1 µM), inactives show at the highest dose activity change, negative = cytotoxic, hits mostly cytotoxic; hit rate 1.4% among 400,000; also: nearly all actives have a fitted effect of over 60% in size
#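 Cytotoxicity in the drug-sensitive parental line KB-3-1 was scored as loss of CellTiter-Glo luminescence following 72 h incubation with compound. Values come from curve fitting of normalized concentration-response data.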
# Active calls of the source: *; i = inactive; ? = inconclusive; & = joins results of further samples. Calls follow the shape of the dose curve; as a rule, active = well fitted cell-killing curve with a large enough effect; inconclusive = small, poorly fitted or top-dose-only effect, or effect the other way; inactive = flat fitted curve, though single readings scatter. % is scaled to controls: 0 for no effect and ±100 for the full control effect; potency is read from the fitted curve at half-maximal effect.
SMILES,KB-V1 MDR tox,KB-3-1 cytotox
O=C(COc1ccccc1C(=O)Nc1ccccc1)Nc1cccc([N+](=O)[O-])c1,-25.5%,?
OC(CN1CCOCC1)c1ccccc1 (configuration not stated),-1.5%,0.9%
O=C(CN1C(=O)c2ccccc2S1(=O)=O)Nc1cc(S(=O)(=O)N2CCOCC2)ccc1N1CCOCC1,-7.2%,?
CCc1ccc(OCc2ccccc2C(=O)Nc2ccc3nc(C)cc(N)c3c2)cc1,?,16.4µM*
CC(C)(C)OC(=O)N(Cc1ccco1)S(=O)(=O)c1ccccc1Br,-12.2%,-12.7%
CC(=O)c1ccc([N+](C)(C)C)cc1,0.0%,12.1%
COc1ccc(C(=O)Nc2ncnc3nc[nH]c23)cc1,-5.0%,-2.7%
Cc1cccc(CN2Cc3cccc4c3[C@H](C=CC4)CC2=O)c1,-28.2%,-4.0%
Nc1ncnc2c1[nH]c(=S)n2C1OC(CO)C(O)C1O (configuration not stated),0.0%,-40.2%
O=C(C[n+]1cccc2cccc(O)c21)c1ccc2ccccc2c1,0.0%,-4.5%
Nc1ccc(/C=C/c2nccc3ccccc23)cc1,?,?
CCCCN(CCCC)c1ccc(/C=C2\C=Cc3ccccc32)cc1,0.0%,-13.1%
Nc1nc2c(nc(N3CCOCC3)n2COCCO)c(=O)[nH]1,?,0.0%
O=C(NCCc1nc2ccccc2n1CCCOc1ccc2ccccc2c1)C1CCCCC1,10.6%,0.0%
O=C(O)CC(CC(=O)O)c1ccc2c(c1)OCO2,6.4%,0.0%
COc1ccc(S(=O)(=O)N2CCN(c3nc(-c4ccccc4)nc4ccccc34)CC2)cc1,-1.8%,-6.2%
CCCCCCCCCCCC[n+]1ccc(C)c2ccccc21,-24.3%,4.11µM*
O=C(Cc1ccccc1)NCC(=O)OCC(=O)c1cccc2ccccc12,15.3%,0.0%
CCCCCCCCCCCCCCCC[n+]1ccc(/C=C/c2c[nH]c3ccccc23)c2ccccc21,?,?
Cc1cccc2c(C(O)c3cn(C)c4ccccc34)c[nH]c12 (configuration not stated),-12.7%,-9.3%
CC(O)COCC1OC2OC3C(COCC(C)O)OC(OC4C(COCC(C)O)OC(OC5C(COCC(C)O)OC(OC6C(COCC(C)O)OC(OC7C(COCC(C)O)OC(OC8C(COCC(C)O)OC(OC1C(OCC(C)O)C2OCC(C)O)C(OCC(C)O)C8OCC(C)O)C(OCC(C)O)C7OCC(C)O)C(OCC(C)O)C6OCC(C)O)C(OCC(C)O)C5OCC(C)O)C(OCC(C)O)C4OCC(C)O)C(OCC(C)O)C3OCC(C)O (configuration not stated),-7.8%,0.0%
N#Cc1ccc(C(=O)N(Cc2ccco2)Cc2cccs2)cc1,18.3%,30.4%
CN(C)c1ccc(/C=C/c2c(Cl)cnc3ccccc23)cc1,?,?
COc1cc(N(C)C)c(OC)cc1C=C1C=CC=C1,-3.1%,26.9%
OCc1cc([C@@H](O)CNCCCCCCOCCCCc2ccccc2)ccc1O,12.9%,-4.3%
NC(=O)C1CCN(c2ncc(-c3ccc4c(c3)OCCCO4)s2)CC1,?,?
CCOC(=O)Nc1sc2c(c1C(N)=O)CCCC2,2.7%,0.0%
Brc1cccc[n+]1CCCCCC[n+]1ccccc1Br,-3.0%,-4.0%
COc1ccc(NC(=O)c2ccccc2OCC(=O)Nc2ccc(Br)cc2)cc1,11.5%,0.0%
COc1ccc(Cn2nnnc2C(c2ccccn2)N2CCN(c3ccc(O)cc3)CC2)cc1 (configuration not stated),-13.9%,0.0%
NCc1cn(Cc2ccccc2)nc1-c1ccccc1,0.0%,0.0%
CCc1ccc2[nH]c(=O)c(CN(Cc3ccccc3)Cc3nnnn3C(C)(C)C)cc2c1,0.0%,?
COc1cccc(CN2Cc3cccc4c3[C@H](C=CC4)CC2=O)c1,?,-3.6%
CN(N=O)c1ccc(/C=C/c2ccccc2)cc1,-7.0%,-11.9%
CCCCCCCCCCCCCCCC(C)C1=NCCN1 (configuration not stated),-5.3%,-19.6%
CCN(CC)c1ccc(-c2nnc(SCC(=O)NCc3ccco3)n2CC)cc1,-7.9%,-21.1%
CC/C(=C\c1ccccc1)c1cccc2oc3ccccc3c12,-3.4%,-2.6%
Clc1ccc(CNc2ncnc3nc[nH]c23)cc1,0.0%&0.0%,35.4%&0.0%
COc1cccc2c1C(=O)/C(=C/c1ccc(N(C)C)cc1)C2,0.0%,0.0%
Cc1ccc2[nH]c(=O)c(CN(Cc3cccs3)Cc3nnnn3Cc3ccco3)cc2c1,?,-4.0%
O=C(NC(c1ccco1)c1cc(Cl)c2cccnc2c1O)c1ccc(Cl)cc1 (configuration not stated),-16.4%,-18.6%
Cc1ccc(CNCc2cn[nH]c2-c2ccc(C)cc2)cc1,5.5%,0.3%
COc1ccc(OCCCn2c(CCNC(=O)C3CCCCC3)nc3ccccc32)cc1,-21.3%,0.0%
OCC[N+]1(CCc2ccccc2)CCOCC1,7.6%,2.8%
COc1cccc(/C=C2/SC(=S)N(CC(=O)Nc3nccs3)C2=O)c1,?,50.3%
Cc1ccccc1OCC(=O)NCC(=O)OCC(=O)c1ccc(Br)cc1,-17.8%,0.0%
Clc1nc(NCc2ccco2)c2ccccc2n1,-1.3%,-45.0%
CC(C)C1(C)NC(c2ccc3c(c2)OCO3)=CC(c2ccccc2O)N1 (configuration not stated),-1.8%,0.1%
Cc1ccc2c(/C=C/c3c[nH]c4ccccc34)ccnc2c1C,7.31µM*,16.4µM*
CN(C)c1ccc(/C=C/c2ccnc3ccccc23)cc1C=O,0.0%,-11.0%

# (continued)
SMILES,KB-V1 MDR tox,KB-3-1 cytotox
COc1cc(/C=C/c2cncc(/C=C/c3cc(OC)c(OC)c(OC)c3)c2)cc(OC)c1OC,-19.0%,-1.6%
N#Cc1nc(Nc2cc(F)cc(F)c2)c2ncn(CCCN3CCCC3)c2n1,-0.8%,-35.4%
C(=C\c1c[nH]c2ccccc12)/c1nccc2ccccc12,-42.4%,0.0%
CC(C)(C)NC(=O)COC(=O)CNC(=O)C1CCCCC1,-2.5%,?
N#Cc1nc(-c2ccc(OCc3ccc(Cl)cc3)cc2)oc1N1CCCC1,?,14.2%
C[n+]1ccnc2ccccc21,10.3µM*,4.11µM*
C1=C/C(=C2/C=Cc3ccccc32)c2ccccc2N1,2.31µM*,4.61µM*
Nc1nc[nH]c(=O)c1N,?,?
COc1ccc(/C=C/c2ccnc3ccccc23)cc1,-23.1%,0.0%
C[N+](C)(C)c1ccc(/C=C/c2ccnc3ccccc23)cc1,?,18.4µM*

# Part of the list above in a different format.
Compound	KB-V1 MDR tox	KB-3-1 cytotox
Nc1nc[nH]c(=O)c1N	?	?
COc1ccc(/C=C/c2ccnc3ccccc23)cc1	-23.1%	0.0%
C[N+](C)(C)c1ccc(/C=C/c2ccnc3ccccc23)cc1	?	18.4µM*

# The listing picks up; the three compounds before the break are reprinted first.
SMILES,KB-V1 MDR tox,KB-3-1 cytotox
Nc1nc[nH]c(=O)c1N,?,?
COc1ccc(/C=C/c2ccnc3ccccc23)cc1,-23.1%,0.0%
C[N+](C)(C)c1ccc(/C=C/c2ccnc3ccccc23)cc1,?,18.4µM*
Nc1nc(NCc2ccccc2)c2[nH]cnc2n1,?,-3.8%&0.0%
O=[N+]([O-])c1cc(Cl)ccc1Nc1nc(Nc2ccc(Cl)cc2[N+](=O)[O-])nc(N2CCOCC2)n1,-12.6%,-6.8%
O=C(NCCc1nc2ccccc2n1CCO)C1CCCCC1,8.7%,?
CCN(CC)CCN1C(=O)c2ccccc2NC1c1ccc(OC)c(COc2ccc(NC(C)=O)cc2)c1 (configuration not stated),?,0.0%
CCN(CC)c1ccc(/C=C/c2cc(Cl)nc3ccccc23)cc1,-13.5%,-19.5%
C=C1C=C(C)n2ncc(C(=O)Nc3cccc(C(=O)Nc4cccc(C(F)(F)F)c4)c3)c2N1,0.0%,?
O=C(c1ccccc1)C(I)(I)N1CCOCC1,-5.9%,?
C=Nc1ccc(/C=C/c2ccnc3ccccc23)cc1,?,?
Cc1cc[n+](CC#N)cc1,?,?
O=C(Cc1ccccc1)Nc1nnc(-c2ccncc2)s1,7.1%,-30.0%
CCc1ccc(NC(=O)CSc2nnc(-c3ccccc3)n2CC)cc1,3.4%,18.0%
COc1cc2c(NC3CCN(C)CC3)nc(N3CCCN(C)CC3)nc2cc1OCCCN1CCCC1,-9.6%,?
CN(C)c1ccc(/C=C/c2ccnc3ccccc23)cc1Br,?,?
O=C1CCC[C@@H]2CC(N(Cc3cc4ccccc4s3)c3ccccc3)C[C@@H]3CCN1[C@H]23 (some centres not stated),-6.5%,2.8%
NC(=O)C1CCN(c2nccc(-c3ccc4c(c3)OCCCO4)n2)CC1,8.6%,-12.3%
Cc1nnc(NC(=O)C2CCN(C(=O)c3ccsc3)CC2)s1,11.5%,7.1%
Cc1ccc2ccccc2n1,4.7%,5.1%
OC1C(Br)=Cc2ccccc21 (configuration not stated),0.0%,0.0%
Cc1ccccc1NC(=O)c1nc(S(=O)(=O)Cc2ccccc2F)ncc1Cl,0.0%,?
NS(=O)(=O)c1ccc(NC(=O)c2nc(S(=O)(=O)Cc3ccccc3F)ncc2Cl)cc1,-5.0%,-0.7%

# Of the compounds above, these contain a thiophene ring, fused or not:
SMILES,KB-V1 MDR tox,KB-3-1 cytotox
N#Cc1ccc(C(=O)N(Cc2ccco2)Cc2cccs2)cc1,18.3%,30.4%
CCOC(=O)Nc1sc2c(c1C(N)=O)CCCC2,2.7%,0.0%
Cc1ccc2[nH]c(=O)c(CN(Cc3cccs3)Cc3nnnn3Cc3ccco3)cc2c1,?,-4.0%
O=C1CCC[C@@H]2CC(N(Cc3cc4ccccc4s3)c3ccccc3)C[C@@H]3CCN1[C@H]23 (some centres not stated),-6.5%,2.8%
Cc1nnc(NC(=O)C2CCN(C(=O)c3ccsc3)CC2)s1,11.5%,7.1%

# The list continues.
SMILES,KB-V1 MDR tox,KB-3-1 cytotox
Cn1nc(-c2ccc(Cl)cc2)nc2c(=O)n(C)c(=O)nc1-2,-10.5%,-24.2%
CC(=O)c1cccc(NC(=O)C(C)OC(=O)c2ccc(S(C)(=O)=O)c([N+](=O)[O-])c2)c1 (configuration not stated),6.5%,?
O=[N+]([O-])c1ccc(Nc2nc(NCCN3CCOCC3)nc(Nc3ccc(Cl)cc3)n2)cc1,?,?
COc1cc(OC)c(/C=C/c2cc3ccccc3c[n+]2C)c(OC)c1,0.0%,0.92µM*
CC(C)(C)c1ccc(C(=O)C[N+]2(C)CCCc3ccccc32)cc1 (configuration not stated),0.2%,?
Cc1cccc(OCC(=O)Nc2cc(C)c(O)c(-c3nc4ccccc4o3)c2)c1,0.0%,19.5%
COc1cc(-c2ccc3ncnc(NCCc4cnc[nH]4)c3c2)cc(OC)c1OC,0.0%,-2.1%
O=C(COc1ccccc1C(=O)Nc1ccccc1F)Nc1ccc(Br)cc1,-12.0%,?
CCC[C@H]1COCCS(=O)(=O)N1Cc1cccc(F)c1,-12.6%,-28.0%
COc1cc2ccccc2cc1C(=O)OCC(=O)Nc1ccc(Br)cc1,-0.1%,-24.6%

# Structural class, the compounds so far with a nitro group on carbon
SMILES,KB-V1 MDR tox,KB-3-1 cytotox
O=C(COc1ccccc1C(=O)Nc1ccccc1)Nc1cccc([N+](=O)[O-])c1,-25.5%,?
O=[N+]([O-])c1cc(Cl)ccc1Nc1nc(Nc2ccc(Cl)cc2[N+](=O)[O-])nc(N2CCOCC2)n1,-12.6%,-6.8%
CC(=O)c1cccc(NC(=O)C(C)OC(=O)c2ccc(S(C)(=O)=O)c([N+](=O)[O-])c2)c1 (configuration not stated),6.5%,?
O=[N+]([O-])c1ccc(Nc2nc(NCCN3CCOCC3)nc(Nc3ccc(Cl)cc3)n2)cc1,?,?

# (listing goes on)
SMILES,KB-V1 MDR tox,KB-3-1 cytotox
CCCC[n+]1c(/C=C/c2c(OC)cc(OC)cc2OC)ccc2ccccc21,4.4%,-1.4%
C/C=C(\NNC(C)=O)c1ccc(O)cc1,0.0%,-0.1%
Cc1ccccc1OCC(=O)NCC(=O)OCC(=O)c1ccc(F)cc1,8.1%,47.1%
CCCCCCCCCC[n+]1ccc(/C=C/c2ccc(N(C)C)cc2)c2ccccc21,?,?
O/N=C(/CBr)c1ccc2ccccc2c1,2.2%,13.9%
Cc1sc2ccccc2[n+]1CCCCI,32.2%,0.0%
Cc1nc(N=Nc2cc(S(=O)(=O)O)c3cc([N+](=O)[O-])cc(S(=O)(=O)O)c3c2)c(COP(=O)(O)O)c(C=O)c1O,19.7%,12.4%
CCn1nnnc1Sc1nc(C)nc2scc(-c3ccccc3)c12,-2.7%,13µM*
c1ccc2c(c1)ccn2-n1ccc2ccccc21,0.0%,-5.0%
CN(C)c1ccc(/C=C/c2ccc3cc(N)ccc3n2)cc1,-17.5%,0.0%
CN(CCC#N)c1ccc(/C=C/c2ccnc3ccccc23)cc1,?,?
CC(Oc1ccccc1)C(=O)N[C@@H]1C(=O)N2[C@@H]1SC(C)(C)[C@@H]2C(=O)OCc1ccccc1 (some centres not stated),?,3.7%
O=C(Nc1nnc(-c2ccncc2)s1)Nc1cccc2ccccc12,i,i
N#Cc1nc(N)nc(N2CCCCC2)n1,0.0%,0.0%
C[n+]1ccc(/C=C/c2ccc3c(c2)OCO3)c2ccccc21,14.2%,?

# Bioassay records: PubChem BioAssay, National Center for Advancing Translational Sciences (NCATS)

# An excerpt, so the mix of outcomes need not match the whole.
